Compound activity as filed in PubChem BioAssay.
GCN5L2 inh: blocks human GCN5L2 histone acetyltransferase | Q92830 | GCN5L2 HAT assay, ThioGlo1 CoA-SH fluorescence | AID 504327 | 390,000 tested, 0.21% active | Potency, µM (highest dose often 58.9 µM), for inactives: at the top dose activity change, negative = inhibition, usual class: inhibitors
Target sequence (Q92830 whole entry, looked up): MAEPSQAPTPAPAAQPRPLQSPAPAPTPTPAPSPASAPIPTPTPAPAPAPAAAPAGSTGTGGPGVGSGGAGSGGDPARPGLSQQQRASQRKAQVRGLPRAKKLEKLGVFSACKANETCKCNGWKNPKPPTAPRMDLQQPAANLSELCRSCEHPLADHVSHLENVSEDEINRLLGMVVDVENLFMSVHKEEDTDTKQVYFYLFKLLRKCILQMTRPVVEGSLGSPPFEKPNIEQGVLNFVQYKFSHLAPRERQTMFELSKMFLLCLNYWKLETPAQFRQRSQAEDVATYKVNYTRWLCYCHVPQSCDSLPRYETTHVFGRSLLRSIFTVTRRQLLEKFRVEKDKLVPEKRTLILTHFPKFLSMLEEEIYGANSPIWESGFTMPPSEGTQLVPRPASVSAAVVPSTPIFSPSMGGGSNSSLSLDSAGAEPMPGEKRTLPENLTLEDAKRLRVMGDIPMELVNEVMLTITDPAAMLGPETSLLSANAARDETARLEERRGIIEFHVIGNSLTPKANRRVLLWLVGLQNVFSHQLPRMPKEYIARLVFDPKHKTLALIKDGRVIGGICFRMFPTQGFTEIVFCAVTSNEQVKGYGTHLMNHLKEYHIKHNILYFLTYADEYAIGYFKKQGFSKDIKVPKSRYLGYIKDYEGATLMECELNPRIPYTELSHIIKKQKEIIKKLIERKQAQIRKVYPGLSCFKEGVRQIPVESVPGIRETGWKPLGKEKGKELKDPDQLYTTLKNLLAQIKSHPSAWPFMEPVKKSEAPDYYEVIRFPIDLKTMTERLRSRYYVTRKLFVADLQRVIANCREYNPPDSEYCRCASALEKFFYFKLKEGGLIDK
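Fluorescence readout, Ex340nm/Em540nm: ThioGlo1 (50uM final) reacts with free CoA thiol released as 20nM GCN5L2 acetylates H3(1-25) peptide (75uM) using acetyl-CoA (70uM). Compound and enzyme sat 15 min beforehand; 20 min room-temperature reaction.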
DT40 TDP1 CPT: growth inhibition of DT40 Tdp1-/-;hTDP1 cells with camptothecin (screen for TDP1 inhibitors). chicken DT40 Tdp1-/-;hTDP1 cells + 20 nM CPT, ATP luminescence, 48 h. Potency, µM (top dose mostly 46.2 µM), inactives show top-dose activity change, negative = growth inhibition, actives largely listed as inhibitors. 420,000 tested, 12% active. AID 686979; note: nearly all actives have a fitted effect of over 55% in size
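Chicken DT40 Tdp1-/- cells complemented with human TDP1, 400 cells/well, exposed to compounds plus 20 nM camptothecin for at least 48 h at 37 C; viability read as ATP content by CellTiter-Glo luminescence.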
FEN1 inhibitor: inhibitors of human flap endonuclease 1. P39748. Recombinant FEN1 flap cleavage, fluorescence, 15 min. Potency, µM (series often up to 114 µM), for inactives: at the highest dose activity change, negative = inhibition, most hits filed as inhibitors. 390,000 tested, 0.35% active. AID 588795; note: nearly all actives have a fitted effect of over 65% in size
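With each library titrated from low to high concentration, compounds met 10 nM FEN1 for 15 min at room temperature before 50 nM substrate was added; readings at 0 and 15 min fed four-parameter Hill curve fits.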
The depositor's hits bear a star; ? = inconclusive; nt = not tested or not shown; & = joins results of further samples; [ ] = another dose, or the depositor's remark. Calls come from the whole dose curve; as a rule, active = well fitted curve in the direction sought with a large enough effect; inconclusive = small, poorly fitted or top-dose-only effect, or another doubt; inactive = no such curve, though single readings can be large; an effect the other way counts as inactive or inconclusive. % is set by controls: 0 for no effect and ±100 for the full control effect; potency is the fitted concentration of half-maximal effect. An excerpt; the hit share may differ from the screen's.

SMILES	GCN5L2 inh	DT40 TDP1 CPT	FEN1 inhibitor
O=C(CC1SC(=Nc2ccc(OC(F)F)cc2)N(CCN2CCOCC2)C1=O)Nc1ccc(F)cc1F (stereo not given)	-22%	?	-17%
Cc1ccccc1NC(=O)Cc1nc(COC(=O)c2ccc(NC(N)=O)cc2)cs1	-4%	?	9%
CCOCN(C(=O)Cn1cnc2ccccc21)c1c(C)cccc1CC	-4%	21µM*	-1%
O=C(CNS(=O)(=O)c1cccc(Br)c1)NCC1CCCCC1	0%	0%	-7%
Cc1nn(-c2ccccc2)c(N)c1-c1ccccc1	-14%	3%	-7%
O=C(CN(Cc1ccco1)C(=O)c1ccc(F)cc1)Nc1ccccc1Br	-3%	0%	-8%
COc1ccccc1-c1noc(-c2ccc(NCC3CCCO3)c([N+](=O)[O-])c2)n1 (stereo not given)	-3%	18µM*	-8%
Cc1ccc(NC(=O)C2CCCN2S(=O)(=O)c2ccc3c(c2)C(C)(C)C(=O)N3C)cc1 (stereo not given)	-1%	?	-1%
COc1ccc(C(=O)NCC(=O)N2CCC(Cc3ccccc3)CC2)cc1OC	1%	?	-2%
O=C(N/N=C/c1ccc(OC(=O)c2ccc(Br)cc2)cc1)c1ccncc1	-3%	11%	6%
CC(=O)N1CCN(C(=S)NC(=O)C23CC4CC(CC(C4)C2)C3)CC1	2%	-3%	-17%
O=C(N/N=C/C=C/c1ccccc1)c1cccc(Br)c1	-11%	?	-19%
Cn1nnc(NC(=O)c2ccccc2)n1	-2%	-3%	2%
CC(OC(=O)Cn1cc(C(F)(F)F)ccc1=O)C(=O)NC(C)c1ccc(Cl)cc1Cl (stereo not given)	1%	?	8%
O=C(CCn1c(=O)[nH]c2ccccc2c1=O)N1CCN(c2cccc(C(F)(F)F)c2)CC1	-8%	16µM*	-4%
O=C(Nc1ccc(F)cc1)[C@@H](c1ccccc1)N1Cc2ccccc2C1=O	-8%	-4%	-21%
Cc1c(C(=O)OC/C(O)=C(\C#N)c2nc3ccccc3[nH]2)oc2ccccc12	-2%	6%	0%
COc1ccc(NC(=O)CSc2nccn2Cc2ccc(F)cc2)c(OC)c1	-18%	1%	2%
COC(c1ccccc1)c1nnc(CCC(=O)N(C)Cc2cccc(-n3cccn3)c2)o1 (stereo not given)	-5%	-16%	1%
CCN(CC)CCCN(Cc1cc2cc(OC)ccc2[nH]c1=O)C(=O)Nc1ccc(F)cc1	-8%	16µM*	1%
CC(C)c1ccc(N(CC(=O)NC2CCCCC2)C(=O)CNC(=O)c2ccco2)cc1	-1%	2%	2%
COc1ccc(CN2C(=O)c3ccccc3C2C(=O)NC2CCCCCC2)c(OC)c1 (stereo not given)	-3%&-7%	-9%&-23%	1%&-13%
CCOC(=O)N1CCN(C(=O)c2ccccc2NS(=O)(=O)c2ccc(C)cc2)CC1	-1%	-8%	3%
CN1CCOc2cc(S(=O)(=O)NCc3ccc(S(N)(=O)=O)cc3)ccc21	-2%	4%	-11%
COc1ccc(C(=O)N/C(=C/c2cccnc2)C(=O)N2CCN(C)CC2)cc1OC	?	1%	18%
Cc1cccc(C(=O)Nc2ccc3oc(-c4ccncc4)nc3c2)c1	-8%	21µM*	-25%
COc1ccc2oc(=O)c(C(=O)NCCc3c(C)[nH]c4c(C)cccc34)cc2c1	-9%	nt	-20%
O=C(CSc1nnc(-c2cccnc2)n1-c1ccccc1)N1CCN(c2ccc(F)cc2)CC1	-5%	?	-1%
O=C(Nc1cccc(-c2nnc(-c3ccccc3)o2)c1)C1CCCO1 (stereo not given)	5%	?	2%
CCC1NC(=O)c2ccccc2N1c1cccc(Cl)c1 (stereo not given)	nt	?	9%
COc1ccc(OCC(=O)NC(=S)Nc2ccc(N3CCOCC3)c(Cl)c2)cc1	-15%	-21%	-15%
COc1cc2c(=O)n(Cc3ccccc3)c(=O)n(CC(=O)NCCc3ccccc3)c2cc1OC	2%	7.3µM*	-9%
Cc1ccccc1-c1nnc(C2CCN(S(=O)(=O)c3ccc(Cl)cc3)CC2)o1	-1%	5.8µM*	-1%
COC(=O)CN1CCN(C(=O)c2ccco2)CC1	-4%	1%	-5%
CCCCn1c(N)c(N(C(=O)CSc2nnc(C)n2-c2ccccc2)C2CCCC2)c(=O)[nH]c1=O	1%	-10%	-14%
CCOC(=O)Cc1csc(NC(=O)CSc2nnc(-c3ccc(OC)cc3)n2C)n1	-4%	-14%	2%
N#CCC(=O)N1CCN(Cc2ccc3c(c2)OCO3)CC1	nt	6%	16%
CCCN(CCC)S(=O)(=O)c1ccc(NC(=O)C2CCCO2)cc1 (stereo not given)	0%	-13%	-4%
COc1ccccc1C(=O)Nc1nnc(S(=O)(=O)N2CCCCC2)s1	-3%&-5%	?	-19%&-5%
CCOc1ccc(S(=O)(=O)n2nc(C)c(S(=O)(=O)N3CCCCC3)c2C)cc1	-4%	0%	-4%
Cc1cc(C)c(NC(=O)C2CCCN2CCC(C)C)c(C)c1 (stereo not given)	-1%	?	-8%
CCOC(=O)c1c(S(=O)(=O)N2CCC(C(=O)N3CCN(c4cc(C)ccc4C)CC3)CC2)c(C)n(C)c1C	-12%	?	-16%
O=C1CCCN1CC(O)CS(=O)(=O)Cc1ccc(Cl)cc1Cl (stereo not given)	-4%	9%	-1%
CCc1ccc(C(c2ccccc2)c2c[nH]c3ccc(C)cc23)s1 (stereo not given)	-6%	?	?
C/C(=N\N1CCN(c2ccccc2)CC1)c1ccncc1	-1%	17%	4%
CCOc1ccccc1-n1cnc(C#N)c1N	-4%	-4%	2%
CC(=O)Nc1ccc(NC(=O)C(C)N(C)CC(=O)Nc2ccccc2Br)cc1 (stereo not given)	48%[activator]	-17%	-7%
CNC(=O)CSc1nnc(NC(=O)Nc2ccccc2)s1	-10%	?	7%
COc1ccc(OCCn2c(C)nc3cc(C)c(C)cc32)cc1	-4%	15µM*	-10%
O=C(CC1CCCCC1)OCn1nnc2ccccc2c1=O	-13%[0.501 µM]	-22%	-6%
O=C(CSC(=S)N1CCOCC1)c1cc2ccccc2oc1=O	-14%	?	-3%
Cc1ccsc1/C=N/n1c(C2CCCCC2)n[nH]c1=S	0%	-11%	-7%
CC(NC(=O)CCc1nnc(CCCc2ccccc2)o1)c1ccccc1 (stereo not given)	0%	4%	3%
O=C(NC1CCCC1)c1ccc(CSc2nc3ccncc3n2Cc2cccc(F)c2)cc1	0%	?	-18%
CCN(CC)CCCNC(=O)c1cc2c(=O)[nH]c3ccc(C)cc3c2s1	2%	?	?
COc1cccc(C2C(C#N)=C(N)Oc3c2oc(CO)cc3=O)c1 (stereo not given)	-5%	-7%	0%
Cc1cc(C(=O)COC(=O)c2ccc[nH]c2=O)c(C)n1-c1ccc(F)cc1	-4%	-4%	1%
O=C(OCc1cn(-c2ccc(Cl)c(Cl)c2)nn1)c1ccccc1	-4%	-14%	-5%
CCOc1ccc(/C=N/NC(=O)c2c(C)n(C)c3ccc(OC)cc23)cc1	0%	5.2µM*	2%
O=C(CCc1ccc(O)c(O)c1)N/N=C/c1cc2c(cc1[N+](=O)[O-])OCO2	-15%	-23%	?

Laid out differently: results already given
canonical_smiles: CC(=O)Nc1ccc(NC(=O)C(C)N(C)CC(=O)Nc2ccccc2Br)cc1 (stereo not given)
  GCN5L2 inh = 48%[activator] | DT40 TDP1 CPT = -17% | FEN1 inhibitor = -7%
canonical_smiles: CNC(=O)CSc1nnc(NC(=O)Nc2ccccc2)s1
  GCN5L2 inh = -10% | DT40 TDP1 CPT = ? | FEN1 inhibitor = 7%

Further entries.
SMILES	GCN5L2 inh	DT40 TDP1 CPT	FEN1 inhibitor
CCc1cc(C(=O)NCC(C)(C)N2CCOCC2)sc1C	-4%	1%	5%
Cc1cc(C)c(NC(=O)CCCSc2nnc(N)s2)c(C)c1	-12%	?	20%
CCN(CCCNC(=O)c1nn(-c2ccc(OC)cc2)c(=O)c2c1c1ccccc1n2C)c1cccc(C)c1	-4%	-24%	-11%
Cc1cccc(-n2c(SCC(=O)N3CCCC3)nc3n[nH]c(C)c3c2=N)c1	-6%	?	0%
S=c1[nH]nc(-c2ccc(Cl)cc2)n1CCCN1CCOCC1	1%	-2%	-4%
O=C(N/N=C/c1cccnc1)c1ccc([N+](=O)[O-])cc1	?	-5%	13%
C#CCOCCOCCOCCNc1nc(N2CCN(C(=O)[C@H](C)n3cc(CCCN=C(N)N)nn3)CC2)nc(N2CCN(C(=O)[C@H](C)n3cc(CCCN=C(N)N)nn3)CC2)n1	-2%	14%	-2%
Cc1ccc(C(=O)N(c2ccc(C)cc2)S(=O)(=O)c2ccc(Cl)cc2)cc1	3%	?	-24%
O=C1NC2(CCCC2)C(=O)N1Cc1cc(=O)n2ccsc2n1	-6%	-4%	18%
Cc1cccc(-c2noc(CNC(=O)Nc3ccc(F)cc3)n2)c1	-14%	-29%	-12%
COc1cccc(/C=N/NC(=O)C(=O)Nc2ccccc2OC(F)(F)C(F)F)c1	-4%	-9%	2%
CCCCOc1c(Br)cc(CNCCCN2CCOCC2)cc1OC	-9%	?	5%
O=C(O)COc1ccc(-c2nccc(-c3ccccn3)n2)cc1	-3%	?	3%
O=C(CSc1nc2ccc(Cl)cc2[nH]1)NC1CCCc2ccccc21 (stereo not given)	24%	?	0%
Cn1cc(S(=O)(=O)N2CCOCC2)cc1C(=O)Nc1cccc(Cl)c1	-10%	1%	-20%
COc1cccc(C(c2c(O)cc(C)n(Cc3ccco3)c2=O)N2CCN(c3ccccc3)CC2)c1 (stereo not given)	-6%	-10%	-5%
C=CCOC(=O)Cn1cnc2c(sc3nc(C)cc(C)c32)c1=O	-1%	5%	-2%
CCOc1ccc2c(c1)c1nnc(SCC(=O)N3CCCCC3C)nc1n2C (stereo not given)	-2%	23µM*	1%
O=C(O)c1ccc(S(=O)(=O)N2CCSCC2)cc1	-2%	-2%	-15%
CCN(CC)CCNC(=O)c1cc2cc3ccc(OC)cc3nc2o1	?	-2%	?
CCOC(=O)C1=C(c2ccccc2)OC(N)=C(C#N)C1c1ccco1 (stereo not given)	-2%	-28%	1%
O=C1N=C(N2CCN(Cc3ccccc3)CC2)S/C1=C/c1cccs1	0%	-17%	-7%
C/C(=N/OCC(=O)Nc1ccccc1)c1cccs1	6%	-27%	-4%
C[C@@H]1CN(C2CCN(Cc3nc(C(c4ccccc4)c4ccccc4)no3)CC2)C[C@H](C)O1	0%	-11%	-16%
CCn1c(=O)c2c(nc3n2CC(C)CN3CCc2ccccc2)n(C)c1=O (stereo not given)	0%	21µM*	-14%
O=C(COC(=O)c1cccc(Cl)c1)Nc1cccc(S(=O)(=O)NC2=NCCC2)c1	2%	-11%	-10%
CC1CC(C)(C)NC(=S)N1CCCC(=O)Nc1ccc2c(c1)OCCO2 (stereo not given)	-14%	-7%	-1%
COc1cccc(/C=N/NC(=O)CNC(=O)c2ccc3c(c2)OCCO3)c1O	-4%	16µM*	-1%
O=C(/C=C\c1ccco1)Nc1nc(-c2ccc3ccccc3c2)cs1	-18%	?	-8%
Cn1c(N)c(C(=O)COC(=O)c2ccc(OC(F)F)cc2)c(=O)n(C)c1=O	-5%	-6%	-11%
O=C(CSc1nnnn1-c1ccccc1)N1CCN(C(=O)c2ccco2)CC1	-4%	8%	-2%
COc1nc(N/N=C/c2ccc(C)cc2)nc(N2CCCCC2)n1	9%	-4%	-1%
O=C(O)c1cc(O)c2c(c1)[C@@H]([C@H]1c3cc(C(=O)O)cc(O)c3C(=O)c3c(O[C@@H]4O[C@H](CO)[C@@H](O)[C@H](O)[C@H]4O)cccc31)c1cccc(O[C@@H]3O[C@H](CO)[C@@H](O)[C@H](O)[C@H]3O)c1C2=O	0.63µM*	6.5µM*	3.2µM*
O=C(O)/C=C/C(=O)Nc1ccc(OC(F)(F)Cl)cc1	1%	24%	1%
O=C(Nc1nc2nc(-c3ccccc3)cc(=O)n2[nH]1)c1ccc(F)cc1	0%	7%	13%
COc1ccc(N2CCN(C(=O)CCc3c[nH]c4ccccc34)CC2)cc1	1%	-10%	-2%

Laid out differently: results already given
COc1nc(N/N=C/c2ccc(C)cc2)nc(N2CCCCC2)n1
  GCN5L2 inh: 9% | DT40 TDP1 CPT: -4% | FEN1 inhibitor: -1%
O=C(O)c1cc(O)c2c(c1)[C@@H]([C@H]1c3cc(C(=O)O)cc(O)c3C(=O)c3c(O[C@@H]4O[C@H](CO)[C@@H](O)[C@H](O)[C@H]4O)cccc31)c1cccc(O[C@@H]3O[C@H](CO)[C@@H](O)[C@H](O)[C@H]3O)c1C2=O
  GCN5L2 inh: 0.63µM* | DT40 TDP1 CPT: 6.5µM* | FEN1 inhibitor: 3.2µM*
O=C(O)/C=C/C(=O)Nc1ccc(OC(F)(F)Cl)cc1
  GCN5L2 inh: 1% | DT40 TDP1 CPT: 24% | FEN1 inhibitor: 1%
O=C(Nc1nc2nc(-c3ccccc3)cc(=O)n2[nH]1)c1ccc(F)cc1
  GCN5L2 inh: 0% | DT40 TDP1 CPT: 7% | FEN1 inhibitor: 13%
